AddAB inh: less growth of phage-infected E. coli with AddAB; E. coli expressing H. pylori AddAB, absorbance growth; inhibition, % at 11.9 µM; 0.29% of 330,000 active; in the data active means inhibition above about 12%;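 further: 0% = vehicle wells of infected cells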
CDK5 p35 inh: blocks human CDK5/p35 kinase activity | Q00535+Q15078 | Recombinant CDK5/p35, ADP-Glo luminescence, 60 min | inhibition, % at 10 µM | 0.01% of 330,000 active | AID 488839;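 active means highest replicate inhibition of at least 50% and at least 75% of replicates reaching 50%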;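 further: plate controls were DMSO neutral control for no effect and GW8510 at 10 µM for full effect; many of its hits are not listed in these tables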
phage Ecoli inh: E. coli growth loss with phage present | 0.26% of 360,000 active | inhibition, % at 11.9 µM | growth absorbance; in the data active means inhibition above about 11%
Tat export inh: E. coli Tat transport inhibition; E. coli MC4100 TorA-mCherry Tat export, fluorescence; inhibition, % at 10 µM; AID 488895; 0.036% of 340,000 active;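 active means mean replicate inhibition at least 50% and at least half of replicates individually reaching 50%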;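 further: exported cargo escapes ClpAP degradation while cytoplasmic cargo is degraded and loses fluorescence; 0% = median of neutral control wells and 100% = median of NaSCN control wells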
SUMO Mot1 rescue: inhibitors of SUMOylation pathway: yeast Mot1-301 growth rescue | 1% of 320,000 active | growth rescue, % at 18.8 µM | S. cerevisiae Mot1-301 growth rescue, ATP luminescence, 38.5C; percent above DMSO median, 100 means doubled;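 active means every valid replicate shows activation above 250% relative to neutral control wells; inactive means the rest, any valid replicate at or below 250%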;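 further: OY570 slx delta 5 strain wells were the positive control but not used for scaling; some compounds called inactive have numbers as strong as hits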
HTR5A ag: counter-screen for OPRM1-OPRD1 agonists: human HTR5A agonism | 0.61% of 340,000 active | P47898 | HTR5A agonist assay, luminescence, cell-based | activation, % at 9.3 µM; in the data active means activation mostly above about 9.5%, no sharp cut-off; inactive means mostly below about 7.6%;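 further: 0% = cells with vehicle only and 100% = reference agonist; strong numbers were not always called active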
PKA-R1A activ: PKA-R1A complex activation; P00514+P68181; activation, % at 11.4 µM; 0.083% of 340,000 active; PKA-R1A dissociation, Cy5-IP20 fluorescence polarization; scaled: DMSO 0%, 113 µM cGMP 100%;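 active means percent activation above the mean of all tested compounds plus 3 SD, cut at about 19% in these data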;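 further: higher means more PKAc released from R1A so a rise in polarization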
PKA-R2B activ: PKA-R2B complex activation. P22694+P31323. PKA-R2B holoenzyme dissociation, Cy5-IP20 fluorescence polarization; R2B truncated from residue 108, S112A mutant; 0% DMSO only, 100% 113 µM cGMP. activation, % at 11.4 µM. 0.079% of 340,000 active;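 active means activation above a cutoff set at the mean over all compounds plus 3 SD, cut at about 18% in these data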;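 further: higher means more holoenzyme dissociation and a rise in polarization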
Target sequence (P31323 whole entry, looked up, other chains not shown, the tested form may be a part): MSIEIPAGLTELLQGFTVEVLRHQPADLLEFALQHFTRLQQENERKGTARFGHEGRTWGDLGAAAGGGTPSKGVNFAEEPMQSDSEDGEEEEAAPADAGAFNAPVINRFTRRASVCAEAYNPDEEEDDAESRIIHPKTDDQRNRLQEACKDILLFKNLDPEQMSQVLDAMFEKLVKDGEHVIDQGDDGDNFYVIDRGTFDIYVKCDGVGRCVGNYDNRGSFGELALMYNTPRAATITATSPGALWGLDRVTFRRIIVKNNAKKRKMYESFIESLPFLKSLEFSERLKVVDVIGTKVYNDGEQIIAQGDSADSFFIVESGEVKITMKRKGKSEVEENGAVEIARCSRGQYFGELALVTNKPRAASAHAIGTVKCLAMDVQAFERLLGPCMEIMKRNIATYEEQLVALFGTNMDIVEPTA
HTR5A inv ctr: HTR5A inverse agonism, opioid heterodimer counter-screen. HTR5A cell line, luminescence. AID 504634. inhibition, % at 9.3 µM. 0.083% of 340,000 active; in the data active means inhibition mostly above about 23%, no sharp cut-off; inactive means mostly below about 18%;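 further: 0% = cells with DMSO and 100% = no-cell wells with DMSO; some compounds called inactive have numbers as strong as hits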
Ecoli viability: counter-screen for AddAB inhibitors: E. coli growth inhibition | E. coli V3065 growth, OD600 absorbance, 18 h | 0.27% of 330,000 active | inhibition, % at 11.9 µM;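 active means inhibition above the campaign's mean inhibition across all tested compounds plus 3 SD, cut at about 9.9% in these data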;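 further: uninfected addAB+ strain grown without phage in ampicillin broth; 0% = DMSO wells and 100% = ciprofloxacin 0.95 µg/ml wells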
DAGLB inh: diacylglycerol lipase beta (human) inhibition; Q8NCG7; AID 504411; 0.059% of 340,000 active; inhibition, % at 5.17 µM; HEK293T DAGLB membrane lysate, EnzChek fluorogenic substrate; in the data active means inhibition above about 34%;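 further: 0% = enzyme with vehicle and 100% = wells lacking enzyme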
Target sequence (Q8NCG7 whole entry, looked up): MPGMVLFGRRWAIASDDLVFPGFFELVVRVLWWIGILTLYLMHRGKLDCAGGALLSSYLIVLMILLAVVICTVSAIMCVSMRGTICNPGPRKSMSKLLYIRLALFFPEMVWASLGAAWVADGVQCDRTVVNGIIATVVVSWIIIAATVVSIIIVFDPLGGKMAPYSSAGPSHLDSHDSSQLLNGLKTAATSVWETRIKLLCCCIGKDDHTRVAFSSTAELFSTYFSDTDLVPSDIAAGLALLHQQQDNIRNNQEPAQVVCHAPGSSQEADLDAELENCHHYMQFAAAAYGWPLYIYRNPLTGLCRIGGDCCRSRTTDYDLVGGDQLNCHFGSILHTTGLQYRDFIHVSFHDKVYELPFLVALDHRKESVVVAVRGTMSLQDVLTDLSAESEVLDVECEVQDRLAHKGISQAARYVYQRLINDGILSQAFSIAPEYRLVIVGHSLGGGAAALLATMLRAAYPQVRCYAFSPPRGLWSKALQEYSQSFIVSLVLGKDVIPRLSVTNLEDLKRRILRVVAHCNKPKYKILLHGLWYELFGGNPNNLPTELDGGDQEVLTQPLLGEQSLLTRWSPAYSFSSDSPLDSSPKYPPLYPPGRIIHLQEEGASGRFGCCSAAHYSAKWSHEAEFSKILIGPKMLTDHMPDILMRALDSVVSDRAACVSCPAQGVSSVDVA
Starred values were filed as active, the others as inactive; . = no result given.

SMILES | AddAB inh | CDK5 p35 inh | phage Ecoli inh | Tat export inh | SUMO Mot1 rescue | HTR5A ag | PKA-R1A activ | PKA-R2B activ | HTR5A inv ctr | Ecoli viability | DAGLB inh
COc1ccc(OC)c(CNC(=O)C2CCC(=O)N(CCCN3CCCC3=O)C2)c1 (stereo not given) | . | -2.2 | -0.1 | 4 | 91 | -9 | -4 | -10 | 21 | . | -1
CCN1CCC(CNCc2cn(-c3ccc(OC)cc3)nc2-c2ccccc2Cl)C1 (stereo not given) | 0.3 | 0.9 | 3.3 | 0 | -15 | 1 | -1 | 2 | -1 | -2.0 | 0
O=C(CCC(=O)c1ccc(Oc2ccccc2)cc1)Nc1ccc(C(=O)O)cc1 | 1.3 | -1.0 | -0.3 | -7 | 2 | -3 | -4 | 1 | 11 | -0.7 | 0
CC(=O)Nc1sc(C)c(C)c1CN1CCN(Cc2ccccc2)CC1 | 0.6 | 0.0 | 1.4 | -7 | -2 | 1 | 14 | 2 | -3 | -1.4 | -1
O=C(O)CCC(=O)N1CCCC1 | 4.0 | -1.9 | 5.2 | -15 | 1 | -4 | -7 | 2 | 12 | 2.2 | -1
Cc1nn(-c2ccc(N3CCCCC3)nn2)c(C)c1CCC(=O)Nc1cccc(F)c1 | 2.4 | 0.3 | 2.1 | 0 | 44 | 0 | 6 | -2 | 4 | -2.1 | 2
CN(C)C(=O)/C(=C\c1ccc(-c2cccc([N+](=O)[O-])c2)o1)NC(=O)c1ccccc1 | 1.1 | -4.5 | 2.8 | 0 | 15 | 1 | 0 | -10 | -25 | 2.1 | 0
CCOC(=O)CN1C(=O)N[C@@H](c2ccccc2)[C@H](C(C)=O)[C@H]1C | 3.7 | -1.1 | 2.2 | 2 | -9 | -1 | 3 | -2 | -2 | 1.2 | 0
Nc1nnn(-c2ccccc2)c1-c1ccccc1 | 0.4 | 2.8 | -0.3 | -1 | 4 | 1 | -3 | -12 | 4 | -1.4 | 0
COc1ccc(CC(=O)NCc2n[nH]c(=S)n2-c2ccccc2)cc1 | 2.7 | 1.7 | 4.7 | -14 | 3 | 2 | -6 | 3 | 11 | 4.6 | 1
CCOC(=O)CNC(=O)CSc1nnc(-c2cccc(OC)c2)n1CC | 4.9 | 2.9 | 2.5 | 0 | 173 | 2 | 14 | -5 | -2 | 1.4 | -1
CC(C)OC(=O)/C(C#N)=C/c1cn(C)c2ccccc12 | 1.7 | 2.8 | -2.1 | 10 | 26 | 0 | -2 | 8 | -13 | -1.3 | -6
CCCOC(=O)c1ccc(NC(=O)C(=O)NCCN(CC)CC)cc1 | -2.8 | -1.6 | 3.2 | -1 | 2 | -8 | 8 | 3 | 20 | -1.6 | 0
Cc1ccc(-c2nnc(/C=C/c3ccccc3)o2)cc1 | 0.7 | -0.3 | 2.2 | 3 | . | 1 | -1 | -6 | -3 | 2.7 | -20
COCCNC(=O)CCC1CCN(Cc2cccc(-c3ccc(C)o3)c2)CC1 | 1.3 | -0.2 | 1.6 | 20 | -13 | -3 | -5 | -5 | 12 | -0.7 | 2
CN(CCO)c1ncnc2c1sc1nc(N3CCOCC3)c3c(c12)CCC3 | -2.4 | 1.2 | 1.4 | 0 | 12 | 4 | -6 | -2 | 16 | -1.3 | -1
O=C1CCN(C(=O)Nc2ccccc2Cl)N1 | 1.6 | 1.4 | 2.3 | -3 | 20 | -1 | 7 | 9 | -2 | -1.0 | -1
O=C(O)c1ccc2c(c1)C(=O)N(NC(=O)c1ccc(O)cc1)C2=O | 1.3 | 1.9 | 2.3 | 2 | 101 | -1 | 2 | 9 | 4 | 1.7 | 1
CCOC(=O)c1c(S(=O)(=O)NC2CCN(C(=O)OCC)CC2)c(C)n(C)c1C | -0.4 | 0.4 | 1.1 | -7 | -12 | -2 | -2 | -2 | 7 | 0.4 | 0
c1ccc(CSc2nnnn2-c2ccc3c(c2)OCCO3)nc1 | 0.4 | 1.8 | 2.1 | -1 | 49 | 1 | -12 | -4 | -9 | 1.1 | -2
COc1ccc(CNC(=O)C(c2ccco2)N(C(=O)c2snc(C(N)=O)c2N)c2ccccc2OC)cc1 (stereo not given) | -1.8 | -3.4 | 3.1 | 5 | -12 | -2 | 4 | 11 | 7 | -2.5 | 3
O=C(NCCc1nc2ccccc2[nH]1)c1ccc(Br)o1 | 3.9 | 0.8 | 2.3 | -12 | -14 | -1 | -4 | -4 | 2 | -2.5 | 4
O=C(Cn1ccc2ccccc2c1=O)N1CCN(c2cccc(Cl)c2)CC1 | 2.1 | 0.5 | 1.6 | -4 | 13 | -1 | 12 | 2 | -25 | 1.3 | -1
Cc1ccnc2nc(C(=O)Nc3nnc(-c4ccc(Cl)cc4)o3)nn12 | 0.9 | 1.3 | 1.5 | -11 | -14 | 3 | 5 | -3 | 3 | -0.7 | 0
CC(O)c1cc2c(cc1NC(=O)c1cnn3c1NC(c1ccco1)CC3C(F)(F)F)OCO2 (stereo not given) | 4.5 | 1.1 | 0.2 | -1 | 305 | 0 | -5 | 0 | 1 | -0.3 | -1
CCCN(CCC)CCCNC(=O)c1cn(-c2ccc(OC)cc2)c(=O)c2ccccc12 | 1.5 | 1.0 | 0.0 | -5 | 97 | 2 | 5 | -2 | -6 | -2.2 | -1
COc1cccc(NC(=O)COC(=O)C2CC3CCCC(C2)C3=O)c1 (stereo not given) | -0.1 | -0.1 | 3.8 | -2 | 33 | -5 | -4 | 4 | 12 | -3.7 | -1
CCC(=O)N1CCc2cc(S(=O)(=O)NC(Cc3ccccc3)C(=O)O)ccc21 (stereo not given) | 1.9 | 1.2 | 1.6 | -2 | -3 | 0 | 7 | -6 | 9 | 0.2 | 0
COc1ccc(-c2cc3nc4n(c(=O)c3s2)CCCCC4)cc1 | 1.8 | 2.4 | 3.4 | 0 | 4 | -3 | 8 | 6 | -3 | 0.2 | -7
C=CCN1C(c2ccc(OCC)cc2)=CS/C1=C(\C#N)c1nnc2n1CCCCC2 | 0.8 | -1.8 | 3.1 | 0 | 356 | 3 | -4 | -5 | -20 | -0.1 | 0
CC[C@@]1(C(=O)OC)N[C@H](CN(C)C(=O)c2ccc(C(C)(C)C)cc2)[C@@H]2C(=O)N(Cc3ccccc3)C(=O)[C@@H]21 | 1.9 | 0.2 | 0.7 | -4 | . | -2 | 4 | 1 | 8 | -2.7 | -3
O=C(CSc1nc2ccccc2c(=O)[nH]1)Nc1ccccc1C(F)(F)F | 6.0 | 0.5 | -2.2 | -4 | -41 | 2 | 5 | 1 | -8 | -1.8 | 5
COC(=O)c1sccc1NC(=O)/C=C/c1c(Cl)cccc1Cl | 0.9 | 0.1 | 1.6 | -19 | -4 | -6 | -2 | 5 | 14 | -3.2 | -3
COC(=O)C1CCN(C(=O)c2cc3ccccc3oc2=O)CC1 | -2.0 | 3.8 | -0.5 | -4 | -6 | 2 | -4 | -8 | 11 | -0.1 | 0
COc1ccc(Cl)cc1C(=O)Nc1ccc2nc3n(c(=O)c2c1)CCCC3 | . | 0.8 | 1.7 | 3 | 184 | -3 | -5 | -1 | 9 | . | 0
O=C(Nc1cccnc1)c1cccc(-c2cc3ccccc3oc2=O)c1 | -1.6 | 2.7 | 0.2 | 1 | 31 | 0 | 6 | 4 | 14 | 0.9 | 0

Among those listed so far, two have a cyano group:
SMILES | AddAB inh | CDK5 p35 inh | phage Ecoli inh | Tat export inh | SUMO Mot1 rescue | HTR5A ag | PKA-R1A activ | PKA-R2B activ | HTR5A inv ctr | Ecoli viability | DAGLB inh
CC(C)OC(=O)/C(C#N)=C/c1cn(C)c2ccccc12 | 1.7 | 2.8 | -2.1 | 10 | 26 | 0 | -2 | 8 | -13 | -1.3 | -6
C=CCN1C(c2ccc(OCC)cc2)=CS/C1=C(\C#N)c1nnc2n1CCCCC2 | 0.8 | -1.8 | 3.1 | 0 | 356 | 3 | -4 | -5 | -20 | -0.1 | 0

Part of the list above, as a markdown table:
| smiles | AddAB inh | CDK5 p35 inh | phage Ecoli inh | Tat export inh | SUMO Mot1 rescue | HTR5A ag | PKA-R1A activ | PKA-R2B activ | HTR5A inv ctr | Ecoli viability | DAGLB inh |
| --- | --- | --- | --- | --- | --- | --- | --- | --- | --- | --- | --- |
| COc1ccc(Cl)cc1C(=O)Nc1ccc2nc3n(c(=O)c2c1)CCCC3 | . | 0.8 | 1.7 | 3 | 184 | -3 | -5 | -1 | 9 | . | 0 |
| O=C(Nc1cccnc1)c1cccc(-c2cc3ccccc3oc2=O)c1 | -1.6 | 2.7 | 0.2 | 1 | 31 | 0 | 6 | 4 | 14 | 0.9 | 0 |

Following part:
SMILES | AddAB inh | CDK5 p35 inh | phage Ecoli inh | Tat export inh | SUMO Mot1 rescue | HTR5A ag | PKA-R1A activ | PKA-R2B activ | HTR5A inv ctr | Ecoli viability | DAGLB inh
COc1cc(C(=O)OCc2cc(=O)n3ccsc3n2)ccc1OC(C)C | -1.5 | -0.7 | 3.2 | -1 | -11 | 4 | -1 | -9 | -16 | -3.4 | 1
COc1ccc(Cn2c(=S)[nH]c3ccccc32)cc1 | 2.4 | 0.6 | 1.4 | 10 | 89 | -1 | 6 | 2 | -19 | 0.8 | 1
N/C(=N\c1nc(CSc2ccc(Cl)cc2)cc(=O)[nH]1)Nc1cccc2ccccc12 | 0.5 | 1.4 | 1.3 | -3 | -11 | -3 | -6 | 4 | 0 | 2.4 | 1
COC(=O)CSc1nc2ncccc2[nH]1 | 0.3 | 1.9 | 2.5 | -1 | 0 | 0 | -8 | 0 | -13 | -0.8 | -2
Cc1ccc(C(=O)NC(NC(=S)Nc2ccc(S(N)(=O)=O)cc2)C(Cl)(Cl)Cl)cc1 (stereo not given) | -1.2 | 2.0 | 2.9 | -1 | 10 | 0 | -1 | 3 | -11 | 0.7 | 3
Cc1ccc(-c2nc3c(c(=O)[nH]c(=O)n3Cc3ccccc3)n2C)o1 | . | -3.5 | 3.0 | -9 | . | 2 | -15 | -1 | 2 | . | 5
CC1(C)OC(=O)C(=CNc2ccc(F)cc2)C(=O)O1 | -0.2 | 0.0 | 1.1 | 3 | -1 | -1 | -19 | -3 | 1 | -0.7 | -1
Cc1cccc(C(=O)NCCCn2ccnc2)c1C | -0.8 | -0.6 | 1.5 | 1 | -8 | 3 | 4 | 10 | -10 | -0.8 | 0
CC(NC(=O)C1C(=O)N(CCO)C2(C)CC1c1ccccc1O2)c1ccccc1 (stereo not given) | 4.2 | -0.9 | 2.5 | 0 | -7 | 2 | 7 | 2 | 17 | 1.2 | -1
Cc1ccc(CNS(=O)(=O)CCNC(=O)c2ccccc2)cc1 | 1.3 | -0.3 | 1.5 | 1 | 46 | -3 | 1 | 5 | 7 | 1.1 | -2
COc1ccccc1NS(=O)(=O)c1cccc(C(=O)NN=C2CCCC2)c1 | -1.1 | -0.3 | -1.3 | -5 | 1 | 5 | 4 | -4 | -14 | -4.0 | -2
Cc1ccc(S(=O)(=O)N(C)C)cc1NC(=O)COC(=O)Cc1n[nH]c(=O)c2ccccc12 | 1.0 | 1.1 | 0.1 | -1 | 3 | 1 | -17 | -6 | -3 | 1.8 | 1
S=c1[nH]nc(-c2ccncc2)n1/N=C/C=C/c1ccco1 | 0.0 | 1.4 | 2.2 | 4 | 5 | -2 | -2 | 3 | 6 | 0.7 | 1
O=C(COc1ccc2ccc(=O)oc2c1)Nc1ccc2c(c1)OCCO2 | 0.0 | 0.1 | 2.1 | -8 | -4 | 8 | -2 | -5 | -17 | -1.0 | -1

Bioassay records: PubChem BioAssay, several laboratories

Random draw from the library (roughly 2.3% active in at least one column).
